Source: PubChem BioAssay (Fisher Drug Discovery Resource Center)
hcGAS inh – blocks human cGAS activity; Q8N884; AID 1259398; recombinant h-cGAS, ATP depletion, Kinase-Glo luminescence; hit rate 0.081% among 290,000; inhibition, % at 12.5 µM;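 note: 0% = vehicle reaction and 100% = reaction without DNA for no activity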
Target sequence (Q8N884 whole entry, looked up): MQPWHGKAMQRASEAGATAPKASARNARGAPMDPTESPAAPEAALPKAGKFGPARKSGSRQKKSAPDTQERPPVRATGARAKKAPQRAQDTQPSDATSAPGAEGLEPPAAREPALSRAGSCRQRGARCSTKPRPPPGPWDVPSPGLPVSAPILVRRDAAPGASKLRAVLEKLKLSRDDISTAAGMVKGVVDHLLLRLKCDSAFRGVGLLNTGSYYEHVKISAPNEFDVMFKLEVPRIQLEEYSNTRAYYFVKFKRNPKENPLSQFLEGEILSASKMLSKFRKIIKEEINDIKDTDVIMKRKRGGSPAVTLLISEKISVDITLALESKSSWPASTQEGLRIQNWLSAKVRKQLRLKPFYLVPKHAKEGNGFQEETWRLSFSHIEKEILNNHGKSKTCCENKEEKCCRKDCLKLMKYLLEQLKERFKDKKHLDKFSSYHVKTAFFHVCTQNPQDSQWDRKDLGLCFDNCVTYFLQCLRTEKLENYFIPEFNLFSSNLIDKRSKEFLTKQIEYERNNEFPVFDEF
mcGAS inh – blocks mouse cGAS activity | inhibition, % at 12.5 µM | recombinant cGAS, Kinase-Glo ATP depletion luminescence | Q8C6L5 | hit rate 0.15% among 160,000;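 note: 0% = negative control wells and 100% = reference inhibitor with no enzyme activity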
NPYLR7 agonist – mosquito NPYLR7 agonism; HEK293T NPYLR7/Galpha15, GCaMP6s calcium fluorescence; activation, % at 10 µM; hit rate 0.15% among 270,000; in the data active = activation above about 40%;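 note: 0% = vehicle and 100% = reference agonist at the receptor; some compounds past the cut are filed as inactive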
* marks the source's active call; other numbers are inactive results; · = not tested or not shown; & = joins results of further samples. Cut-off read from the data, not from the text of the source, unless noted: active = inhibition above about 40%; inactive = the rest.

Values run as follows: mcGAS inh | NPYLR7 agonist | hcGAS inh
> O=C(O)c1cccc(-n2c(CN3CCc4ccccc4C3)n[nH]c2=O)c1
→ -11 | 16 | -6
> O=C(NCc1cccnc1N1CCOCC1)c1ccc2c(c1)OCO2
→ · | 1 | -6
> Cc1ccnc2nc(C(=O)Nc3cc(Cl)ccc3N3CCCCC3)nn12
→ · | 6 | -6
> CCn1c(CC2CCN(c3nnnn3-c3ccccc3)CC2)nn(C)c1=O
→ -16 | 19 | 0
> CC(=O)N[C@@H]1C[C@H](CC(C)C)O[C@H](c2coc3ccc(Cl)cc3c2=O)C1
→ · | -4 | -3
> CCC#CCN1Cc2ccccc2N(C(=O)C2CCC2)CCC1=O
→ -10 | 5 | -4
> O=c1[nH]c(=S)[nH]c(O)c1C=Nc1ccc(Br)cc1
→ -7 | 2 | -5
> O=C(NCCN1CCOCC1)c1cc2nc(-c3cccs3)cc(C(F)(F)F)n2n1
→ -3 | -2 | -4
> O=C(Nc1cccc(Cl)c1)N1CCCC(OCc2ccc(OC(F)(F)F)cc2)C1 (stereo unspecified)
→ -5 | -6 | -6
> CN(Cc1cccc2cnccc12)Cc1cccn1-c1ncccn1
→ · | 5 | 0
> CC12CC3(C)CC(C)(C1)CC(C(=O)NC(=S)NC(C)(C)C)(C2)C3
→ 0 | · | 2
> CCN1CCN(C(=O)c2ccc(N3CCC(N(C)Cc4nc5cc(C)c(C)cc5[nH]4)CC3)cc2)CC1
→ -10 | 2 | -7
> O=c1cc(-c2ccccc2)nc2nc(NCc3cccc([N+](=O)[O-])c3)[nH]n12
→ · | -20 | 30
> COc1ccc(Cl)cc1C(=O)N1CCCC1C(=O)O (stereo unspecified)
→ · | 0 | -5
> COc1c(Br)cc(Cl)cc1S(=O)(=O)Nc1cc(C(=O)O)ccc1C
→ · | 1 | -13
> CCOC(=O)c1nn(-c2ccccc2C)c(=O)cc1OS(=O)(=O)N(C)C
→ -7 | -1 | -8
> OC1=c2cccc(O)c2=C/C1=C\c1ccccc1OCc1ccccn1
→ · | 1 | -8
> CN(C)C(=O)C1CCCN1C(=O)COCc1ccccc1 (stereo unspecified)
→ · | 17 | -8
> Cc1nn(C)c(Cl)c1Cn1c(-c2ccccc2)noc1=O
→ -15 | 5 | -7
> c1ccc2sc(-c3nc4ccccc4s3)nc2c1
→ · | 4 | -10
> CC(C)OC(=S)Nc1ccccc1
→ -4 | -6 | -7
> O=c1c2ccccc2nc(Sc2ccc3nnnn3n2)n1C1CC1
→ -5 | -6 | -4
> Cc1ccc(C)c(N2CCn3c2nc2c3c(=O)n(C)c(=O)n2C)c1
→ · | -12 | -8
> Cc1ccc(C)c(NC(=O)CSc2nc(=O)n(Cc3cccnc3)c3c2CCC3)c1
→ -8 | -2 | -5
> CCOC1CCN(C(=O)C(=O)Nc2ccc(-c3ccccc3)cc2)CC1
→ · | 3 | 2
> COc1nc(-c2ccccc2C)n(-c2ccc(NC(=O)C(Cl)Cl)cc2)n1
→ -8 | 21 | -5
> COc1cc(OC)cc(C(=O)NCC2CCCN(C(=O)CCn3nccc3C)C2)c1 (stereo unspecified)
→ · | 11 | -10
> COc1ccc(CCN(Cc2sccc2C)C(=O)CN(CCN2CCCC2)C(=O)Nc2ccccc2C(F)(F)F)cc1OC
→ 3 | -14 | 2
> CC1(Cc2ccc(S(C)(=O)=O)cc2)C(=O)Nc2c(Cl)ccc(Cl)c21 (stereo unspecified)
→ -2 | 2 | 0
> CN(C)CCO[C@H]1C[C@@H](O)C12CCN(c1cncc(N(C)C)n1)CC2
→ 1 | · | 8
> Cc1ccc(N2CCn3c(SCC(N)=O)nnc32)cc1
→ -4 | 0 | -5
> Cc1nn(-c2ccc(F)cc2)c2ncc(C(=O)N3CCN(c4ccccc4)CC3)c(Cl)c12
→ · | 10 | -11
> C#CCN(Cc1nc(-c2ccc(OC)c(OC)c2)oc1C)C1CCCCC1
→ · | 5 | -9
> CC1(C(=O)O)CCN1C(=O)c1cccc(OC(F)(F)F)c1 (stereo unspecified)
→ · | -2 | -17
> CC(=O)CSc1nnc2n1CCN2c1ccc(C)cc1
→ -10 | -2 | -8
> Cn1nnc2c1CCN(S(=O)(=O)c1ccc(Br)s1)C2
→ -15 | 1 | -9
> COCC(C)N=C1NC(=O)C(CC(=O)NCCc2ccccc2)S1 (stereo unspecified)
→ · | 5 | 3
> COc1cc2[nH]c(=O)c(CN3CCNC(=O)C3C)cc2c(OC)c1OC (stereo unspecified)
→ -13 | 8 | -6
> Cc1cc(C(C#N)C(=O)C2CC2c2ccccc2C(F)(F)F)nc(C)n1 (stereo unspecified)
→ · | -1 | -10
> CCN1CCN(C(=O)C23CCC(C)(C(=O)C2)C3(C)C)CC1 (stereo unspecified)
→ -4 | -1 | 13
> CCc1nn2c(ncc3c(=O)n(-c4ncn[nH]4)ccc32)c1-c1ccc(F)cc1
→ · | 3 | -5
> CN(C)CCCNC(=O)c1ccc(-c2cc(-c3ccc4c(c3)OCCO4)n[nH]2)cc1
→ 2 | · | -2
> CCC(NS(=O)(=O)c1ccc(C)cc1)C1c2cc(OC)c(OC)cc2CCN1Cc1ccc(C)cc1 (stereo unspecified)
→ -7 | 6 | -6
> O=C(NCCCC(=O)N1CCCC1c1nnc2c(C(F)(F)F)cccn12)OCc1ccccc1 (stereo unspecified)
→ -2 | -5 | 0
> Cc1nc2scc(C)n2c(=O)c1NC(=O)c1ccccc1I
→ -8 | 9 | -11
> Cc1[nH]cnc1CSCCNC1CCC2(CCNCC2)CC1
→ · | -1 | 0
> COCCCn1cc(C(=O)Nc2nnc(C)s2)c2nn(-c3ccccc3)c(=O)c-2c1
→ -8 | 8 | -4
> CC(c1cccc(-c2ccc3nc[nH]c3c2)c1)N(C)C (stereo unspecified)
→ -13 | 8&16 | 6&-8
> COCC(C)Nc1cnn(-c2ccc(C(=O)OC)cc2)c(=O)c1Cl (stereo unspecified)
→ · | 8 | -7
> Cc1ccc(-c2nccn2CCc2ccc(S(N)(=O)=O)cc2)o1
→ -10 | -1 | -4
> O=C(Nc1n[nH]c(-c2ccccc2F)n1)c1ccnc(Cl)c1
→ · | 9 | -6
> Cc1ccccc1S(=O)(=O)Nc1nc2ccccc2nc1N1CCN(CC(=O)NCC(C)C)CC1
→ -1 | 20 | -9
> O=S(=O)(N1CCOCC1)N1CCOC(CCc2ccccc2)C1 (stereo unspecified)
→ · | 2 | -8
> COc1cccc(NC(=O)N2CCc3nc(Nc4ccc(C(C)C)cc4)ncc3C2)c1
→ -3 | -3 | -2
> Cc1ccc(CN(C)C(=O)Cn2cnnc2C#N)o1
→ -8 | 2 | -3
> CC(c1ccc(-c2ncnc3[nH]ccc23)cc1)N1CCOCC1 (stereo unspecified)
→ -13 | 5 | -6
> CSc1ccc(CN2CCC2(C)C(=O)Nc2ccc(Cl)c(Cl)c2)cc1 (stereo unspecified)
→ · | 4 | -2
> COCc1cc(C)nc(OCC(=O)N/N=C\c2ccc(OC)cc2)c1C#N
→ -4 | 5 | -6
> COCOc1cccc(CN2CCC2(C)C(=O)Nc2cccc(Br)c2C)c1 (stereo unspecified)
→ · | 8 | -9
> CCCN1CCN(c2nc3c(c(=O)[nH]c(=O)n3C)n2Cc2ccc(Cl)cc2Cl)CC1
→ · | 1 | -5

Profiles, quoted from the list. Values in the order: mcGAS inh	NPYLR7 agonist	hcGAS inh
O=C(NCCCC(=O)N1CCCC1c1nnc2c(C(F)(F)F)cccn12)OCc1ccccc1 (stereo unspecified) as listed: -2	-5	0
COCCCn1cc(C(=O)Nc2nnc(C)s2)c2nn(-c3ccccc3)c(=O)c-2c1 as listed: -8	8	-4
COCc1cc(C)nc(OCC(=O)N/N=C\c2ccc(OC)cc2)c1C#N as listed: -4	5	-6
Cc1ccc(-c2nccn2CCc2ccc(S(N)(=O)=O)cc2)o1 as listed: -10	-1	-4

Other records
Values run as follows: mcGAS inh | NPYLR7 agonist | hcGAS inh
> CCN(C(=O)c1cc(C)oc1-c1ccccc1)C(C)CO (stereo unspecified)
→ · | 5 | -4
> Cn1ccnc1C(NC(=O)C1CCN(S(=O)(=O)c2ccccc2)CC1)c1ccccc1F (stereo unspecified)
→ -1 | 5 | 1
> CC1(C)CC(n2c(=S)[nH]c3c(c2=O)C2(CCCC2)Cc2ccccc2-3)CCO1 (stereo unspecified)
→ -6 | -2 | -14
> COc1cc(=O)n(C)c2c(OCC3OC(C)(C)OC3(C)C)cccc12 (stereo unspecified)
→ -3 | 7 | 6
> CCC(C)c1ccc(NC(=O)CN2C(=O)[C@H]3C[C@H](O)CN3C(=O)c3ccccc32)cc1 (stereo partly specified)
→ -5 | 9 | -5
> COCCOC(=NCCCc1ccccc1)NC(=O)c1ccc(Cl)c(Cl)c1
→ -1 | -1 | 2
> CCC(C)C(NC(=O)Nc1cc(OC)cc(OC)c1)C(=O)Nc1nnc(-c2cccc(Cl)c2)s1 (stereo unspecified)
→ -4 | 14 | -4
> CCN1CCc2nc(NC(=O)CCc3cccc(F)c3)sc2C1
→ -6 | 2 | -4
> O=C(NCCc1cccnc1)C1CCCCC1C(=O)N1CCc2c([nH]c3ccccc23)C1 (stereo unspecified)
→ · | -12 | -4
> O=C1CSC(c2ccccc2)N1c1cccc(F)c1 (stereo unspecified)
→ -5 | -10 | -6
> CCOC(=O)Cn1c(=O)c2c(nc3n2CC(C)CN3c2ccc(Oc3ccccc3)cc2)n(C)c1=O (stereo unspecified)
→ -10 | 6 | -5
> COc1cccc(-c2nc(CN(C)CC3COc4ccccc4O3)c(C)o2)c1OC (stereo unspecified)
→ -11 | 2 | -12
> CC(C)C(C)NC(=O)Nc1nc(-c2ccccc2)ns1 (stereo unspecified)
→ · | -21 | -8
> Cn1nnnc1-c1cccc(NCC(=O)NC2CCOc3ccccc32)c1 (stereo unspecified)
→ · | 6 | -3
> Cc1cccc(N2N=NC3C(=O)N(c4ccc5c(c4)CCC5)C(=O)C32)c1 (stereo unspecified)
→ 1 | -2 | 7
> Cc1ccccc1N1C(=O)CSC1c1ccc(NC(=O)c2ccccc2Cl)cc1 (stereo unspecified)
→ -4 | 2 | -2
> Cc1ccc(C(=O)NCCn2ncc3c(=O)n(Cc4cccc([N+](=O)[O-])c4)cnc32)cc1
→ -8 | -5 | -6
> O=C1SC(Nc2cccc(F)c2)C(=O)N1c1ccccc1 (stereo unspecified)
→ · | 2 | 3
> CC(C)(C)n1nc2c(c1NC(=O)c1ccccc1I)CSC2
→ -5 | -3 | 0
> O=C(CCc1ccccc1)NC1CCN(c2ccccc2C(=O)NCc2ccncc2)CC1
→ -4 | 16 | -6
> CCCN1C(=O)C(=Cc2c(NCc3ccco3)nc3c(C)cccn3c2=O)SC1=S
→ -2 | 1 | -1
> O=C(c1cccc(N2CCOCC2)c1)N1CCCC(CO)(Cc2ccc(F)cc2F)C1 (stereo unspecified)
→ · | 22 | -7
> Cn1c(=O)[nH]c(=O)c2c1nc(NCCCN1CCOCC1)n2CCCc1ccccc1
→ -9 | 5 | -6
> NC(=O)C1CCCN1c1c(F)c(F)c(C(=O)c2ccccc2)c(F)c1F (stereo unspecified)
→ · | 1 | -7
> CN(Cc1noc(C2CCCC2)n1)C(=O)c1cnn2c1CCCC2
→ · | 6 | -5
> Cc1ccc(C)c2[nH]c(=O)c(CCNC(=S)NCCc3ccccc3)cc12
→ · | 7 | -3
> Cc1cc(CNCc2cn(-c3ccc(F)cc3)nc2-c2ccccc2Cl)nn1C
→ -2 | 2 | 1
> Fc1cc(F)c(C2c3cccn3CCCN2Cc2ccco2)cc1F (stereo unspecified)
→ -4 | 1 | 0
> Cc1cc(N2CCN(C/C=C/c3ccccc3)CC2)n2nc(C(F)(F)F)nc2n1
→ -6 | 2 | -4
> Oc1cccc(C2CCN(C3CCC4(CCNCC4)CC3)CC2)c1
→ · | 5 | -1
> O=C(Oc1coc(CSc2ncccn2)cc1=O)c1cccs1
→ -5 | -7 | -2
> O=C1CC2(CCN(C(=O)OCCc3ccc(F)cc3)CC2)Oc2ccc(F)cc21
→ -4 | -20 | -5
> CC(C)Cc1nc(CN(C)Cc2cc3n(n2)CCCNC3)no1
→ · | 12 | -3
> CCc1ccc(NC(=O)Cn2c(-c3nnc(C)o3)cc3ccccc32)cc1
→ -8 | 8 | -7
> O=C(c1cnc(CN2CCCC2)s1)N1C[C@@H]2[C@@H]3CC[C@@H](C3)[C@@H]2C1
→ · | 5 | -7
> C=c1ccccc1=c1[nH]/c(=C\c2ccc(SC)cc2)c(=O)o1
→ -4 | 19 | -1
> Cc1ccc(S(=O)(=O)N2CCN(CC(=O)NC3CCCCCC3)CC2)c(C)c1
→ · | 2 | 2
> O=[N+]([O-])c1cc(Cl)ccc1Oc1ccc2ccccc2c1
→ -6 | 0 | -8
> Cc1cccn2c(=O)c3cc(C(=O)NC4CCCC4)n(C)c3nc12
→ · | 1 | -4
> COc1ccc(CC(=O)N2CCc3cc(C(=O)O)ccc32)c(OC)c1
→ -7 | 8&-2 | -2&-8
> O=C(c1cc(=O)c2ccccc2o1)N1CCN(Cc2nnnn2-c2ccccc2)CC1
→ -9 | -4 | -6
> O=c1c2cc3c(=O)n(-c4ccncc4)ccc3nc2ccn1CCCN1CCOCC1
→ · | 1 | 0
> CC1=Nc2ccccc2C1=Cc1c(N)n2nc(COc3cccc(C)c3)sc2nc1=O
→ · | 1 | -3
> O=S(=O)(c1cnc[nH]1)N1CCN(c2ccc(F)cc2)CC1
→ · | 12 | -1
> COC(=O)C1CCN(C(=O)c2ccc(-c3cc(-c4cccc5c4OCCO5)[nH]n3)cc2)CC1
→ -9 | -2 | -10
> O=C(OC1CCOC1)c1cn(-c2cccc(C(F)(F)F)c2)nn1 (stereo unspecified)
→ -18 | 7 | -11
> Cn1ccnc1C(=O)N1CCOC(COc2ccc3c(c2)CCCC3)C1 (stereo unspecified)
→ -6 | 23 | -4
